Screens: PubChem, Broad Institute
PglD inh = blocks C. jejuni PglD acetyltransferase activity | inhibition, % at 12.5 µM | purified PglD enzyme, DTNB colorimetric CoA detection | 360,000 tested, 0.098% active | AID 602405; in the data active = inhibition above about 16%, passing the limit was not always enough; inconclusive = no clear call, values can overlap the other calls; also: strong numbers were not always called active
ERp5 inh = ERp5 (human) disulfide isomerase inhibition | ERp5 insulin aggregation, absorbance 650 nm, 90 min | 350,000 tested, 0.05% active | AID 651711 | inhibition, % at 9.99 µM;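 active = mean replicate inhibition above about 25%, with every replicate also reaching it, limit read from the data, passing the limit was not always enough; inconclusive = only one of those two criteria met; inactive = neither criterion met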
Target sequence (Q15084 whole entry, looked up): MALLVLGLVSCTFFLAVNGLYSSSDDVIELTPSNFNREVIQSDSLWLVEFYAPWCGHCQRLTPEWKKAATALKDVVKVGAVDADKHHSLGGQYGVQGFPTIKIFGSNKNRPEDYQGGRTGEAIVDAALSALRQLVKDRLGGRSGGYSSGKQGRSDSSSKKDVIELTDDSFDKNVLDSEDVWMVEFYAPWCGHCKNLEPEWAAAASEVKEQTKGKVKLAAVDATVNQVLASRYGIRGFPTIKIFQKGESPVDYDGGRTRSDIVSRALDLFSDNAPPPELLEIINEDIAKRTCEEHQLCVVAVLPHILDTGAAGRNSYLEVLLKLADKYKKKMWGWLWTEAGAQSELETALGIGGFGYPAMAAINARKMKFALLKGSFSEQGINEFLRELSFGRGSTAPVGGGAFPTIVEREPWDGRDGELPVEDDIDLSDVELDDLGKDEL
E-selectin induc = induces E-selectin expression in human endothelial cells; P16581; HUVEC E-selectin immunofluorescence imaging; normalized: neutral wells 0, TNF-alpha wells 100; activation, % at 7.58 µM; 260,000 tested, 0.37% active;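 active = mean E-selectin-positive cell signal at least 10% of the positive control, reached in at least 60% of replicates, without over 20% cell loss; inconclusive = no rule given, readout overlaps actives, possibly toxicity-flagged; inactive = the rest, including those meeting only one limit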;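 also: in these data hits start at about 27%; measured in HUVEC primary endothelial cells; signal is the percent of cells scored E-selectin positive by PE staining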
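System: HUVEC / Compound: single concentration / Signal: immunofluorescence imaging / Read-out: percent E-selectin-positive cells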
S100A4 MyoIIA = S100A4-myosin IIA interaction inhibition; P26447; S100A4/TAMRA-MyoIIA peptide fluorescence polarization; inhibition, % at 10.7 µM; 360,000 tested, 0.14% active; AID 652163;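 active = mean inhibition of at least 70% across replicates, with every replicate also reaching that level; inconclusive = mean inhibition reaches 70% but some replicates fall short; inactive = mean inhibition below 70%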
Target sequence (P26447 whole entry, looked up): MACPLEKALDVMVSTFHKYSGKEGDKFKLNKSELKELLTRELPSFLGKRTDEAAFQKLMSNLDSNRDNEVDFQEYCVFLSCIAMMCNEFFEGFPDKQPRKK
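Material: S100A4 monomer (human). Medium: Calcium-containing HEPES buffer, pH 7.2. Probe or stimulus: labelled myosin peptide probe, 5 nM. Compound dosing: one concentration per compound. Timing: polarization read 5 min after assay mix addition, stable 5–60 min. Benchmarks: DMSO as neutral control, TFP as positive control.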
C2C12 statin = protects C2C12 myotubes from simvastatin toxicity; 330,000 tested, 0.78% active; ATP luminescence, 48 h; scaled: DMSO 0, geranylgeraniol control 100; rescue of ATP level, % at 7.49 µM;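 active = mean ATP rescue above about 67%, or every replicate alone reaching that limit, limit read from the data, passing the limit was not always enough; inconclusive = no clear call, values can overlap the other calls; inactive = mean under the limit and some replicate under it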;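 also: myotubes were challenged with 10 µM simvastatin during compound exposure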
DENV2 CPE rescue = inhibitors of DENV2 cytopathic effect | DENV2-infected cells, cytopathic effect rescue, plate reader | CPE inhibition, % at 9.99 µM | 350,000 tested, 1.7% active | AID 651640; in the data active = CPE inhibition above about 20%, passing the limit was not always enough; inconclusive = no clear call, values can overlap the other calls; tested in BHK-21 cells;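 also: 0% = median of neutral control wells and 100% = median of positive control wells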
SIRT5 inh = inhibitors of human sirtuin-5 desuccinylase; Q9NXA8; 330,000 tested, 1.1% active; inhibition, % at 15 µM; Purified SirT5, succinyl-peptide AMC, trypsin-coupled fluorescence; in the data active = inhibition above about 15%; inconclusive = no clear call, values can overlap the other calls
Target sequence (Q9NXA8 whole entry, looked up): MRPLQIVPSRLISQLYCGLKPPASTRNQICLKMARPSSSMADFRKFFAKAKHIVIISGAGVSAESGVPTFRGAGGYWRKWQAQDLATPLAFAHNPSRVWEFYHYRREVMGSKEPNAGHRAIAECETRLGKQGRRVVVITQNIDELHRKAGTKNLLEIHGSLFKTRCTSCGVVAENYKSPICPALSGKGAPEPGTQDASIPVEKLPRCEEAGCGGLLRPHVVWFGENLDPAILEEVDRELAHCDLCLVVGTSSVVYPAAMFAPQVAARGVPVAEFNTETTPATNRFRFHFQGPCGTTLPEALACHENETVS
Active calls of the source: *; ? = inconclusive; nt = no result given.

cpd	Compound	PglD inh	ERp5 inh	E-selectin induc	S100A4 MyoIIA	C2C12 statin	DENV2 CPE rescue	SIRT5 inh
1	O=C(C[C@H]1CC[C@H](NC(=O)CN2CCOCC2)[C@@H](CO)O1)NC1CCCCC1	1	0	0.0	7	-5	12	-2
2	CC(C)(C)NC(=O)C(c1ccc(C(F)(F)F)cc1)n1c(=O)c(-c2ccccc2)nc2ccccc21 (centres undefined)	nt	-1	0.4	-11	nt	18	-2
3	Nc1ccc(Sc2ccccc2)nc1	nt	1	18	-3	nt	16	-1
4	O=C(N[C@H]1C=C[C@H](CC(=O)N2CCC(Cc3ccccc3)CC2)O[C@@H]1CO)c1cnccn1	-3	-2	0.0	-36	-1	3	-1
5	C[C@@H]1CN([C@H](C)CO)C(=O)c2cccc(NC(=O)Nc3ccc4c(c3)OCO4)c2O[C@@H]1CN(C)Cc1ccc(C(=O)O)cc1	-3	0	-3.0	-10	nt	18	-1
6	O=C(Cc1ccccc1)N1CC(=O)N2[C@H](CO)[C@H](c3ccc(Br)cc3)[C@H]2C1	nt	-2	0.1	-4	nt	6	-1
7	CCOC(=O)c1c(C)oc2ccc(OS(C)(=O)=O)cc12	nt	2	nt	1	nt	-2	0
8	Cc1cccc(NC(=O)CSc2n[nH]c(-c3cccnc3)n2)c1	-5	2	-14	-2	-24	5	-1
9	CCOC(=O)Cn1c(=NC(=O)C2CC2)sc2c(C)cc(C)cc21	2	-2	0.2	-1	6	7	-4
10	CN(c1ccc(F)cc1)S(=O)(=O)c1ccc(Cl)c(C(=O)Nc2ccc3c(c2)CCC3)c1	4	-1	nt	-2	nt	nt	1
11	COc1cc2nc(CC(C)C)n(NC(=O)c3ccccc3)c(=O)c2cc1OC	4	-1	nt	-7	31	nt	-1
12	CC=Cc1ccc2n(c1=O)C[C@H]1[C@H](CO)[C@@H](C(=O)NCc3ccc4c(c3)OCO4)[C@@H]2N1C(=O)COC (mixture of isomers)	2	-3	0.7	-11	5	1	-4
13	CCCOc1ccc(C(=O)CCNc2cccc(Cl)c2)cc1	-5	-1	nt	-1	13	-5	-4
14	Cc1cc(CN(C)C(=O)c2cc(COc3ccc(C)c(C)c3)on2)n[nH]1	2	-1	nt	3	10	-7	-4
15	C[C@@H]1CN([C@H](C)CO)C(=O)c2cccc(NC(=O)Nc3ccc4c(c3)OCO4)c2O[C@@H]1CN(C)Cc1ccncc1	-4	-7	-5.1	17	16	-1	-5

Shown field by field: entries from further up.
12	CC=Cc1ccc2n(c1=O)C[C@H]1[C@H](CO)[C@@H](C(=O)NCc3ccc4c(c3)OCO4)[C@@H]2N1C(=O)COC (mixture of isomers)
  PglD inh: 2
  ERp5 inh: -3
  E-selectin induc: 0.7
  S100A4 MyoIIA: -11
  C2C12 statin: 5
  DENV2 CPE rescue: 1
  SIRT5 inh: -4

13	CCCOc1ccc(C(=O)CCNc2cccc(Cl)c2)cc1
  PglD inh: -5
  ERp5 inh: -1
  E-selectin induc: nt
  S100A4 MyoIIA: -1
  C2C12 statin: 13
  DENV2 CPE rescue: -5
  SIRT5 inh: -4

More compounds follow:
cpd	Compound	PglD inh	ERp5 inh	E-selectin induc	S100A4 MyoIIA	C2C12 statin	DENV2 CPE rescue	SIRT5 inh
16	C[C@H](CO)N1C[C@H](C)[C@@H](CN(C)CC2CC2)Oc2ccc(NS(=O)(=O)c3cn(C)cn3)cc2C1=O	-1	1	-0.3	5	-25	33*	nt
17	COC(=O)C1CCN(C(=O)c2cc(-c3ccco3)nc3ccccc23)CC1	2	5	nt	-27	-4	?	-21
18	O=C(c1ccncc1)c1ccc([N+](=O)[O-])cc1	-2	1	-2.5	2	7	3	-5
19	COc1ccc(NC(=O)CC2C(=O)N(c3ccccc3)C(=O)N2Cc2ccco2)cc1 (centres undefined)	nt	3	0.7	2	nt	7	-2
20	CCOc1cc(/C=C/c2nc3cc(C)c(C)cc3s2)ccc1OCC(=O)N1CCOCC1	5	10	-2.4	-3	nt	0	-2
21	O=C(NCC(c1ccco1)N1CCc2ccccc21)c1ccccc1 (centres undefined)	0	-4	0.7	-7	9	-14	-3
22	CO[C@H]1CN(C)C(=O)c2ccc(NC(=O)c3ccc(F)cc3)cc2OC[C@H](C)N(C(=O)c2ccc(F)cc2)C[C@@H]1C	-1	2	0.2	2	-4	-4	11
23	CC(C)(C)OC(=O)C[C@@H]1C/C=C\C[C@@H](CC(=O)NCCO)C(=O)N[C@H](C(C)(C)C)COC1=O	-2	-3	-0.2	1	-2	-6	-1
24	C[C@H](CO)N1C[C@H](C)[C@@H](CN(C)C(=O)Nc2ccccc2F)Oc2ncc(-c3cccc(F)c3)cc2C1=O	3	0	0.2	-1	49	4	4
25	C[C@@H]1CN([C@@H](C)CO)C(=O)c2cc(NC(=O)Nc3cccc4ccccc34)ccc2O[C@@H](C)CCCCO[C@@H]1CN(C)S(=O)(=O)c1ccccc1	4	3	nt	-2	nt	?	5
26	O=C(CN1CCN(S(=O)(=O)c2ccccc2F)CC1)Nc1ccnn1C1CCCC1	0	0	-1.5	-5	-4	9	0
27	O=C(CSc1nnnn1C1CC1)N1CCN(Cc2ccccc2F)CC1	-1	1	nt	-5	2	2	-1
28	O=C(NCC[C@@H]1CC[C@H](NS(=O)(=O)c2ccc(Cl)cc2)[C@@H](CO)O1)Nc1ccc(F)cc1	nt	0	0.3	4	nt	-12	-2
29	COc1c(C)cc(C(O)c2ncc(-c3cccc(F)c3)[nH]2)cc1C (centres undefined)	-3	-2	0.0	-2	-11	15	1
30	CSc1nc(C(=O)N2CCc3c([nH]c4ccccc34)C2c2ccccn2)cs1 (centres undefined)	-1	?	nt	-4	14	10	6
31	Cc1c(NS(=O)(=O)c2cc(C(=O)N3CCCC(C)C3)ccc2Cl)c(=O)n(-c2ccccc2)n1C (centres undefined)	-4	-2	-0.1	0	-1	-9	nt
32	CC(NC(=O)COC(=O)c1cccc(S(=O)(=O)N2CCCC2)c1)c1ccccc1 (centres undefined)	2	-1	0.1	1	9	-3	-1
33	O=C(NCc1ccc(F)cc1)c1cc(C2CCCCN2S(=O)(=O)Cc2ccccc2)on1 (centres undefined)	-1	-1	-1.7	1	5	7	-1
34	Cc1cc(OCC(=O)NCCCn2ccnc2)c2c(C)cc(=O)oc2c1	2	2	nt	-9	10	-5	-11
35	C[C@@H]1CN([C@@H](C)CO)C(=O)c2cccc(NC(=O)c3cnccn3)c2O[C@H]1CN(C)Cc1ccc(Oc2ccccc2)cc1	3	6	0.8	nt	-15	8	0
36	COc1ccccc1NC(=O)N[C@@H]1CC[C@@H](CCn2cc(-c3ccccc3OC)nn2)O[C@@H]1CO	-1	0	-0.1	2	5	2	5
37	COc1cc(/C=N/NC(=O)c2ccc3c(c2)OCCO3)cc(Br)c1O	-2	-1	0.9	3	0	5	nt
38	COc1ccccc1NCC(=O)NNCC(=O)Nc1ccc(F)c(Cl)c1	nt	-2	nt	3	nt	1	-3
39	COc1ccc(OC)c(NC(=O)N2CCCC(CNS(=O)(=O)c3cccs3)C2)c1 (centres undefined)	nt	0	nt	2	nt	-1	1
40	COCCNC(=O)C1(C)CCN(C(=O)c2ccc3sccc3c2)C1 (centres undefined)	-1	3	0.0	-4	-1	54*	nt
41	COc1ccccc1C(=O)N1C(CC(=O)Nc2ccccc2C)C(=O)NC2CCCCC21 (centres undefined)	0	1	nt	-2	-10	-2	-2
42	CCCn1nc(C(=O)NNC(=O)Cc2ccc(S(=O)(=O)N3CCOCC3)s2)c2ccccc2c1=O	nt	-1	0.5	-3	nt	2	-2
43	COCCN(CCOC)C(=O)[C@@H](Cc1ccccc1)NC(=O)[C@H]1O[C@@H](n2ccc(N)nc2=O)[C@H](O)[C@@H]1O	nt	0	-0.1	-14	nt	-20	2
44	Cc1nn(C)cc1S(=O)(=O)Nc1ccc(F)c(F)c1	3	-18	-0.1	-1	-6	-5	-1
45	COC(=O)c1sccc1NC(=O)Nc1ccccc1Cl	-6	-7	nt	-12	-6	5	-4
46	CCN(CC)C1CCS(=O)(=O)C1 (centres undefined)	nt	-18	1.3	-1	nt	13	0
47	O=C(Nc1ccc(Cl)c(S(=O)(=O)N2CCOCC2)c1)c1ccc(Cl)nc1	-1	0	-2.9	-2	1	-9	-5
48	COc1ccc(CN(C)C[C@H]2Oc3ccc(N(C)C)cc3CC(=O)N([C@@H](C)CO)C[C@@H]2C)cc1	-10	11	?	12	21	7	-1
49	COc1ccc(-c2oc3c(c2C(=O)OCCCO)C(OCCO)CCC3)cc1 (centres undefined)	nt	1	0.2	0	nt	19	-1

Of the compounds above, these have four or more nitrogen atoms:
cpd	Compound	PglD inh	ERp5 inh	E-selectin induc	S100A4 MyoIIA	C2C12 statin	DENV2 CPE rescue	SIRT5 inh
4	O=C(N[C@H]1C=C[C@H](CC(=O)N2CCC(Cc3ccccc3)CC2)O[C@@H]1CO)c1cnccn1	-3	-2	0.0	-36	-1	3	-1
5	C[C@@H]1CN([C@H](C)CO)C(=O)c2cccc(NC(=O)Nc3ccc4c(c3)OCO4)c2O[C@@H]1CN(C)Cc1ccc(C(=O)O)cc1	-3	0	-3.0	-10	nt	18	-1
8	Cc1cccc(NC(=O)CSc2n[nH]c(-c3cccnc3)n2)c1	-5	2	-14	-2	-24	5	-1
14	Cc1cc(CN(C)C(=O)c2cc(COc3ccc(C)c(C)c3)on2)n[nH]1	2	-1	nt	3	10	-7	-4
15	C[C@@H]1CN([C@H](C)CO)C(=O)c2cccc(NC(=O)Nc3ccc4c(c3)OCO4)c2O[C@@H]1CN(C)Cc1ccncc1	-4	-7	-5.1	17	16	-1	-5
16	C[C@H](CO)N1C[C@H](C)[C@@H](CN(C)CC2CC2)Oc2ccc(NS(=O)(=O)c3cn(C)cn3)cc2C1=O	-1	1	-0.3	5	-25	33*	nt
24	C[C@H](CO)N1C[C@H](C)[C@@H](CN(C)C(=O)Nc2ccccc2F)Oc2ncc(-c3cccc(F)c3)cc2C1=O	3	0	0.2	-1	49	4	4
25	C[C@@H]1CN([C@@H](C)CO)C(=O)c2cc(NC(=O)Nc3cccc4ccccc34)ccc2O[C@@H](C)CCCCO[C@@H]1CN(C)S(=O)(=O)c1ccccc1	4	3	nt	-2	nt	?	5
26	O=C(CN1CCN(S(=O)(=O)c2ccccc2F)CC1)Nc1ccnn1C1CCCC1	0	0	-1.5	-5	-4	9	0
27	O=C(CSc1nnnn1C1CC1)N1CCN(Cc2ccccc2F)CC1	-1	1	nt	-5	2	2	-1
30	CSc1nc(C(=O)N2CCc3c([nH]c4ccccc34)C2c2ccccn2)cs1 (centres undefined)	-1	?	nt	-4	14	10	6
31	Cc1c(NS(=O)(=O)c2cc(C(=O)N3CCCC(C)C3)ccc2Cl)c(=O)n(-c2ccccc2)n1C (centres undefined)	-4	-2	-0.1	0	-1	-9	nt
35	C[C@@H]1CN([C@@H](C)CO)C(=O)c2cccc(NC(=O)c3cnccn3)c2O[C@H]1CN(C)Cc1ccc(Oc2ccccc2)cc1	3	6	0.8	nt	-15	8	0
36	COc1ccccc1NC(=O)N[C@@H]1CC[C@@H](CCn2cc(-c3ccccc3OC)nn2)O[C@@H]1CO	-1	0	-0.1	2	5	2	5
38	COc1ccccc1NCC(=O)NNCC(=O)Nc1ccc(F)c(Cl)c1	nt	-2	nt	3	nt	1	-3
42	CCCn1nc(C(=O)NNC(=O)Cc2ccc(S(=O)(=O)N3CCOCC3)s2)c2ccccc2c1=O	nt	-1	0.5	-3	nt	2	-2
43	COCCN(CCOC)C(=O)[C@@H](Cc1ccccc1)NC(=O)[C@H]1O[C@@H](n2ccc(N)nc2=O)[C@H](O)[C@@H]1O	nt	0	-0.1	-14	nt	-20	2

Some of the compounds tested, so the mix of outcomes need not match the whole.
